# Screening results: PubChem BioAssay, The Scripps Research Institute Molecular Screening Center
# PAFAH1B3 FP inh – blocks human PAF acetylhydrolase 1B catalytic subunit 3 | recombinant PAFAH1B3, FP-rhodamine probe, fluorescence polarization | actives 0.28% (n = 340,000) | inhibition, % at 3.39 µM | Q15102 | AID 492972;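 active means inhibition above the screen-wide average of all tested compounds plus 3 SD, cut at about 25% in these data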;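 further: 0% = enzyme with DMSO only and 100% = wells lacking PAFAH1B3 protein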
# LYPLA1 inh – blocks human lysophospholipase 1, a PME1 counter-screen; O75608; recombinant LYPLA1, FP-Rh probe fluorescence polarization; inhibition, % at 5.9 µM; actives 0.16% (n = 320,000); AID 2174;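 active means inhibition above the mean of all tested compounds plus 3 SD, set per campaign, cut at about 14% in these data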;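 further: inhibitors block serine hydrolase probe labeling of LYPLA1 so polarization falls; 0% = enzyme with DMSO and 100% = wells lacking LYPLA1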
# Target sequence (O75608 whole entry, looked up): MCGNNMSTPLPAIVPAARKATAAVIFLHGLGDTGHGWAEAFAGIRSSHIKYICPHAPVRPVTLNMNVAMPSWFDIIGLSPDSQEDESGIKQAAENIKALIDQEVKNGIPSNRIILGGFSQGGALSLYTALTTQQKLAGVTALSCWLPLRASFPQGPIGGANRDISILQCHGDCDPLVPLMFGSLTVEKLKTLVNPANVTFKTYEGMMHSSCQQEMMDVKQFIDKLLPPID
# PME-1 inh – PME-1 (human) inhibition; Q9Y570; recombinant PME-1, FP-Rh probe fluorescence polarization; inhibition, % at 5.9 µM; actives 0.53% (n = 320,000); AID 2130;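 active means inhibition above the campaign mean of all compounds plus 3 SD, cut at about 26% in these data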;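 further: competitive labeling of PME-1 active site by serine hydrolase directed probe; 0% = PME-1 with DMSO and 100% = wells lacking PME-1 enzyme; inhibitors block probe labeling so polarization falls and inhibition rises; many of its hits are not listed in these tables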
# Target sequence (Q9Y570 whole entry, looked up): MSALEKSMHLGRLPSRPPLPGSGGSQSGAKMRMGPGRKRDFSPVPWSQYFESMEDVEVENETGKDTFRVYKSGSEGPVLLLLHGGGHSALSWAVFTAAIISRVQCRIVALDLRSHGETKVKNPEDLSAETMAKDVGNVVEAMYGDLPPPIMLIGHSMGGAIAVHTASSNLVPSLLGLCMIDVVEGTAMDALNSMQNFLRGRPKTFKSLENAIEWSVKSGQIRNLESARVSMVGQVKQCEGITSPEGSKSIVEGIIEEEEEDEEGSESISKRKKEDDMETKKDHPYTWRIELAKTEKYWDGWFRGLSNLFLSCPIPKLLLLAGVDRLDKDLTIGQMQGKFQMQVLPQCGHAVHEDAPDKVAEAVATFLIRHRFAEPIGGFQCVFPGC
# GSTO1 inh – blocks human GSTO1 in RBBP9 counter-screen. inhibition, % at 5.96 µM. actives 1.1% (n = 300,000). AID 1974. recombinant GSTO1, activity-based probe fluorescence polarization. P78417;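 active means inhibition above the campaign mean inhibition plus 3 SD, cut at about 35% in these data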;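 further: 0% = GSTO1-1 with DMSO and 100% = wells lacking GSTO1-1 enzyme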
# PAD4 inh – inhibitors of human PAD4. Q9UM07. inhibition, % at 6.36 µM. recombinant PAD4, RCA probe fluorescence polarization. actives 0.41% (n = 330,000);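 active means percent inhibition above a cutoff equal to the mean of all tested compounds plus 3 SD, cut at about 15% in these data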;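 further: 0% = PAD4 with RCA probe and DMSO and 100% = probe without PAD4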
# pPAFAH FP inh – pPAFAH (human) enzyme inhibition | Q13093 | AID 463082 | actives 1.5% (n = 330,000) | recombinant pPAFAH, FP-rhodamine probe fluorescence polarization | inhibition, % at 3.39 µM;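 active means inhibition above the mean inhibition across the screen plus 3 SD, cut at about 25% in these data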;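 further: inhibitors block binding of the rhodamine activity-based probe so polarization drops; 0% = enzyme with DMSO and 100% = wells lacking pPAFAH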
# PAFAH1B2 FP inh – PAFAH1B2 (human) inhibition; inhibition, % at 3.39 µM; recombinant PAFAH1B2, FP-rhodamine activity probe, fluorescence polarization; AID 492953; actives 1.2% (n = 340,000);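 active means inhibition above the mean of all tested compounds plus 3 SD, cut at about 24% in these data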;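 further: 0% = enzyme with DMSO and 100% = wells lacking PAFAH1B2; many of its hits are not listed in these tables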
# Target sequence (P68402 whole entry, looked up): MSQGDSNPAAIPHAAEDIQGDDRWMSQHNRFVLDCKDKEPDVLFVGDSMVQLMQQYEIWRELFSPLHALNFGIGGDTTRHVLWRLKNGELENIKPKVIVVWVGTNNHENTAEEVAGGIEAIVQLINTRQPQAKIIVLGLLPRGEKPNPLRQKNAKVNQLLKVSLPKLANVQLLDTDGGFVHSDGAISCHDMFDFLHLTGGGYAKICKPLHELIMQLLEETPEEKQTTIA
# PAFAH2 inh – PAFAH2 (human) inhibition | recombinant PAFAH2, FP-rhodamine activity probe, fluorescence polarization | actives 0.99% (n = 340,000) | inhibition, % at 3.39 µM;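 active means inhibition above the mean over all tested compounds plus 3 SD, cut at about 30% in these data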;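 further: inhibitors block probe labeling of enzyme so polarization drops; 0% = enzyme with DMSO and 100% = wells lacking PAFAH2 protein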
# Fam108B counter – Fam108B inhibition, counter-screen for RBBP9 inhibitors; actives 0.33% (n = 300,000); recombinant Fam108B, FP-Rh probe fluorescence polarization; inhibition, % at 9.51 µM; AID 1947;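 active means inhibition above the screen mean inhibition plus 3 SD, computed separately per campaign, cut at about 18% in these data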;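 further: inhibitors lower polarization as less probe binds the enzyme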
# The depositor's hits bear a star; . = no result given.
# Order of values – PAFAH1B3 FP inh	LYPLA1 inh	PME-1 inh	GSTO1 inh	PAD4 inh	pPAFAH FP inh	PAFAH1B2 FP inh	PAFAH2 inh	Fam108B counter
> COC(=O)c1ccc(Cn2c(O)c(N=NC(N)=S)c3ccccc32)o1
 : 4.2	-0.1	9.5	21.2	-1.9	13.7	4.7	13.9	3.3
> O=C(O)c1cccc(COc2ccc(CO)cc2Cl)c1
 : 6.3	0.6	-4.2	7.0	-2.4	-2.1	6.1	1.2	-2.5
> CN(C)S(=O)(=O)c1ccc2[nH]cc(/C=C/c3nc4ccccc4c(=O)n3-c3ccccc3)c2c1
 : -1.4	-4.7	21.4	0.3	-3.7	-1.1	-4.2	2.5	-0.7
> Cc1ccc(C2C3=C(CC(C)(C)CC3=O)N(CCN3CCOCC3)C3=C2C(=O)CC(C)(C)C3)cc1
 : 0.0	0.8	-4.6	2.7	-0.6	-0.9	0.8	-2.6	3.1
> CN(C)CCN1C(=O)C(=O)/C(=C(/O)c2ccc(S(=O)(=O)N3CCOCC3)cc2)C1c1ccc(F)cc1 (centres undefined)
 : 7.7	-1.0	13.7	6.3	-6.5	1.4	1.3	0.0	9.3
> CN1CCN(CC#CCC(O)(c2ccccc2)c2ccccc2)CC1
 : 3.4	-0.8	1.4	-0.3	-0.9	1.0	2.2	6.6	2.4
> CCc1[nH]nc(C(=O)N/N=C/c2ccncc2)c1C
 : 1.5	-4.4	-4.2	3.5	0.9	2.4	3.5	-7.7	-5.0
> CCc1ccc2c(c1)C(c1ccc([N+](=O)[O-])cc1)=NNC(c1ccc(F)cc1)=N2
 : 9.1	-0.5	9.8	2.0	-1.4	-0.8	1.5	9.8	-2.9
> CCC(=O)NNC(=O)CCC(=O)Nc1cccc(Cl)c1C
 : 0.9	1.9	-3.0	-2.2	3.4	6.9	4.6	5.5	-0.5
> Cc1ccccc1NS(=O)(=O)c1ccc(C(=O)N2CCN(c3ccccn3)CC2)cc1
 : -3.9	-0.9	-2.5	1.5	2.6	26.4*	2.5	-0.9	-1.3
> O=C(Nc1c2ccccc2nc2ccccc12)C(Cl)(Cl)Cl
 : 5.1	-0.8	-19.1	20.0	-5.7	5.6	1.3	8.4	6.1
> CC(OCCN(C)C)C(=O)C12CC3CC(CC(C3)C1)C2 (centres undefined)
 : .	-0.4	-6.9	3.3	1.8	2.0	.	.	3.9
> CN1C(=O)C(/C(N)=N/NC(=O)c2ccccc2)C2CC1(C)Oc1ccccc12 (centres undefined)
 : 2.5	-2.9	-2.3	7.6	-2.9	2.5	-0.6	1.0	5.7
> Cc1ccc(C(=O)CSc2nc(N)cc(=O)[nH]2)cc1C
 : 3.5	-3.8	-0.7	10.3	-2.4	0.9	3.8	-3.7	3.8
> C/C=C/c1ccc(OCCCCN(C)Cc2ccccc2)c(OC)c1
 : 6.8	0.8	0.5	0.1	-4.1	3.6	-2.0	3.2	-4.5
> C[C@@H](Oc1ccccc1)c1nnn(Cc2ccccc2)c1-c1c([C@@H](C)Oc2ccccc2)nnn1Cc1ccccc1
 : .	2.0	0.0	2.2	2.4	1.4	.	.	3.1
> CC(C)NC(=O)c1c(O)c2ccccc2[nH]c1=O
 : -3.4	-1.5	-1.2	1.4	0.5	7.0	0.7	1.7	-1.0
> CCOC(=O)C1CCCN(C(=O)COC(=O)c2ccc(C#N)cc2)C1 (centres undefined)
 : -0.6	-4.9	-5.5	1.9	0.2	2.4	6.4	-0.2	0.9
> Cc1ccc(-c2cn(S(=O)(=O)c3cccc([N+](=O)[O-])c3)nc2N)cc1
 : 15.3	0.7	-1.0	0.2	-3.7	3.6	2.9	-0.2	0.2
> COc1ccc(S(=O)(=O)/C(C#N)=C/Nc2cccc(F)c2)cc1
 : 7.3	-1.6	-1.6	7.4	-2.9	3.1	3.9	4.3	-0.2
> O=CNn1cnc2c(oc3nc(-c4ccccc4)cc(-c4ccco4)c32)c1=O
 : 5.0	-2.7	1.5	3.3	-3.8	2.0	16.8	-7.4	-8.6
> CCOc1ccc(CCNC(=O)CCS(=O)(=O)c2ccc(Br)cc2)cc1OCC
 : 5.9	1.7	-0.8	-3.1	-2.5	3.9	8.7	-8.9	2.3
> O=C(Nc1ccc(Cl)cc1)Nc1ccc2c(c1)OCO2
 : 6.8	-1.7	15.6	7.7	-0.8	2.2	6.8	8.3	2.5
> [O-]/[N+](=C\c1ccc(F)cc1)c1ccccc1
 : -3.2	-3.7	-5.7	14.9	-7.4	3.0	-5.0	-3.2	-4.1
> CCC(=O)c1ccc(N2CCN(C(=O)COc3ccccc3F)CC2)c(F)c1
 : 7.4	0.0	-7.0	5.5	-1.9	3.3	-0.6	-9.2	0.3
> C/C(=C\C(=O)c1cccnc1)Nc1ccc(C)c(C)c1
 : 0.7	-0.8	4.1	1.9	2.4	3.6	3.5	6.6	2.7
> Cc1ccsc1/C=N/n1c(COc2ccccc2)n[nH]c1=S
 : 2.5	-2.2	1.4	8.0	0.5	-0.3	3.7	2.0	0.0
> CC1(C)NC(=O)N(CCOc2ccc([N+](=O)[O-])cc2)C1=O
 : 1.7	4.1	-2.0	-3.8	-1.9	4.5	4.1	-2.7	2.9
> Cc1ccc(CNCC2CCCO2)s1 (centres undefined)
 : 2.0	0.1	-5.1	7.0	5.3	1.6	0.4	-2.8	-1.0
> CC(=O)c1c(C)[nH]c(C(=O)Nc2nc(-c3ccc(Cl)cc3)cs2)c1C
 : -4.1	-1.8	51.0*	-5.1	2.7	-8.2	1.8	-38.0	-5.8
> c1cnc2c(Oc3ncnc4sccc34)cccc2c1
 : 1.5	8.2	-5.2	5.5	-3.8	-0.1	-1.5	1.6	-2.7
> COc1cc(S(=O)(=O)NCc2ccc3c(c2)OCO3)ccc1F
 : 5.1	5.2	3.2	-2.2	3.2	5.7	9.8	2.2	-4.8
> O=C(Nc1ccc2c(c1)OCO2)C1CCN(S(=O)(=O)Cc2ccccc2)CC1
 : 5.7	-5.4	-7.5	8.9	-15.3	-4.2	5.1	0.6	-2.7
> CC(C)(C)C(=O)NCC12C=CC(O1)C1C(=O)N(c3ccccc3)C(=O)C12 (centres undefined)
 : 1.6	2.3	-3.6	0.2	2.5	3.5	1.1	5.0	3.0
> Cc1cc(NC(=O)CCC2CCCCC2)no1
 : -2.8	-3.8	2.9	0.9	0.0	6.5	12.7	4.6	-1.1
> CCC1CCCCN1C(=O)COc1c(Br)cc(Br)c2cccnc12 (centres undefined)
 : 3.5	5.0	9.0	16.0	-6.2	6.8	7.7	0.4	0.9
> O=C(NNC(=O)C12CC3CC(CC(O)(C3)C1)C2)c1csc(N2CCOCC2)n1
 : -1.1	-0.1	5.7	-0.5	-2.2	5.8	-5.2	2.6	3.2
> CC(=O)Nc1cc(C(=O)N2CCc3ccccc3C2)ccc1Sc1ccc(F)cc1
 : 2.6	-0.4	0.4	-4.7	-0.7	0.5	3.6	0.5	2.6
> CCCS(=O)(=O)N1CCCC(C(=O)N2CCN(c3ccccn3)CC2)C1 (centres undefined)
 : 5.7	2.3	-1.7	-8.1	0.3	6.5	4.1	-2.1	0.5
> O=C(OCC(=O)N1CCN(c2ccccc2)CC1)c1cccc(Cl)c1
 : 4.2	-1.4	10.0	-6.6	-0.6	10.2	4.8	-1.7	-2.2
> CN(C(=O)c1ccc2c(c1)CCN2S(C)(=O)=O)c1ccccc1
 : 8.7	-1.5	-6.4	-0.6	-6.4	0.5	3.4	0.2	4.1
> COc1ccc(COC(=O)c2c(C)nn(-c3ccccc3)c2Cl)cc1
 : 9.6	-2.3	-1.7	1.4	1.8	-2.2	-0.1	2.5	1.8
> CC1CCc2nc(NC(=O)c3ccc(N4C(=O)CCC4=O)cc3)sc2C1 (centres undefined)
 : 1.0	-6.1	-0.3	-0.8	4.0	10.3	-4.7	-4.8	-0.1
> COc1cccc(NC(=O)C2Cc3ccccc3CN2C(=O)c2ccco2)c1 (centres undefined)
 : 4.0	-8.0	-4.9	0.8	1.0	8.9	-3.1	-6.0	3.3
> COC(=O)c1ccc(-n2c(C)cc(C(=O)CSc3ccc(NC(C)=O)cc3)c2C)cc1
 : 6.3	-3.9	3.0	-8.5	6.6	8.8	-3.8	-3.0	-1.7
> NS(=O)(=O)c1cc(C(=O)Nc2ccc3c(c2)CCC3)ccc1Cl
 : -3.0	-5.5	-4.7	-2.5	2.8	-3.5	0.2	6.8	-2.8
> CC1CN(C(=O)CCNC(=O)c2ccc(Br)cc2)CC(C)O1 (centres undefined)
 : -1.3	2.9	3.0	1.8	2.4	1.0	2.5	2.0	3.3
> CC(C)C[C@H](NC(=O)c1nc[nH]c1C(=O)N[C@@H](CCCCNC(=O)OC(C)(C)C)C(=O)OC(C)(C)C)C(=O)OC(C)(C)C
 : 7.0	-4.4	-1.9	-5.7	9.5	12.0	2.8	4.5	0.3
> CC(C)C[C@H](NC(=O)C1CC(=O)N(c2ccc3c(c2)OCO3)C1)C(=O)NCc1ccco1 (some centres undefined)
 : 11.8	-1.1	-3.2	12.8	1.3	7.8	3.1	4.0	3.0
> CCOC(=O)c1ccc(CNS(=O)(=O)c2c(C)ccc3nsnc23)o1
 : -3.2	6.9	6.1	2.1	-1.1	6.7	9.9	-7.2	-1.0
> COc1cc(/C=C2\SC(=O)NC2=O)ccc1Oc1cnccn1
 : -4.0	5.0	-6.5	-1.5	-3.3	10.6	4.4	2.8	1.9
> Cc1nc(/C(N)=N/OC(=O)c2cccc(Cl)c2)c(C(F)(F)F)o1
 : 8.2	0.5	-3.3	-3.0	6.2	2.6	6.4	9.2	3.0
> CC(=O)N1c2ccc(S(=O)(=O)N3CCC(C(=O)NCCc4ccc(Cl)cc4)CC3)cc2CC1C (centres undefined)
 : 4.5	-3.0	5.6	-3.1	0.1	8.4	20.4	12.5	-2.6
> CC(=O)N1CCN(c2ccc(NCc3cccs3)cc2)CC1
 : 4.1	1.7	1.7	14.6	16.6*	14.7	4.1	0.8	5.0
> C=CCn1c(-c2cc(OC)c(OC)c(OC)c2)n[nH]c1=S
 : 0.9	-0.5	-9.4	9.0	5.2	-2.1	2.3	-5.7	-2.7
> Cc1cc(S(=O)(=O)N2CCN(CC(=O)NCCc3cccs3)CC2)ccc1Br
 : 8.2	-0.8	14.2	.	1.6	5.0	19.0	1.1	.
> Cn1c(COc2ccc([N+](=O)[O-])cc2)nnc1SCC(=O)NCC1CCCO1 (centres undefined)
 : -9.2	-4.0	-5.6	-5.7	-2.1	1.2	6.0	5.4	0.4
> COCCn1c(C)cc(C(=O)CN2C(=O)NC3(CCCCCC3)C2=O)c1C
 : 1.9	-2.6	-0.1	.	5.5	0.0	1.4	-6.4	.
> CCOC(=O)N1CCN(C(=O)c2ccc3c(=O)n(Cc4ccccc4OC)c(=S)[nH]c3c2)CC1
 : 2.5	-2.8	6.7	4.5	1.5	2.8	-8.2	3.0	5.0
> CCN(CC)C(=O)c1c(-c2ccccc2)oc2ccc(OC)cc12
 : 4.6	-1.7	0.5	3.9	-0.1	-1.5	4.0	-3.5	-3.0
> CCn1c2ccccc2c2cc([N+](=O)[O-])ccc21
 : 10.3	-0.1	-1.0	-9.9	-3.5	8.6	1.6	-1.9	-1.1

# The list is partial (hit frequency here may not be typical).
